Screening results: PubChem BioAssay, National Center for Advancing Translational Sciences (NCATS)
MBNL1 CUG block: MBNL1-poly(CUG) RNA binding inhibition; Q9NR56; TR-FRET MBNL1-His/biotin-(CUG)12 binding, 665/545 ratio; hit rate 0.036% among 280,000; AID 2675; Potency, µM (series often up to 57.5 µM), without a hit: top-dose activity change, negative = inhibition, usual class: inhibitors; active means well fitted inhibition curve with a large enough effect in the signal ratio, with a control signal flat, not every such curve was filed as active; inconclusive means small, poorly fitted or top-dose-only effect, or effect the other way, or a change in a side signal; inactive means no such curve, though single readings can be large or run the other way; the % refers to the signal ratio; further: potency means the concentration at half of the fitted maximal effect; on the % scale 0 is the no-effect control and ±100 the full control effect
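Inhibition of protein-RNA binding appears as loss of TR-FRET between terbium anti-His antibody on MBNL1-His and streptavidin-XL665 on biotin-(CUG)12. Activity is normalized to buffer-only and uninhibited-complex controls.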
Mito fusion yeast: blocks mitochondrial division or promotes mitochondrial fusion; Potency, µM (top dose mostly 46.1 µM), without a hit: at the highest dose growth rescue (activation), actives largely listed as activators; S. cerevisiae fusion-defective mutant growth rescue, CellTiterGlo 48 h; hit rate 0.23% among 320,000;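 further: potency means the concentration at half of the fitted maximal effect; % of control where 0% means no effect; nearly all actives have a fitted effect of over 45% in size; temperature-sensitive fusion mutants such as fzo1-1 at 37 °C on non-fermentable ethanol glycerol medium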
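S. cerevisiae fusion-defective temperature-sensitive mutants (e.g. fzo1-1, mgm1-5) grown 48 h at 37C in YPEG (ethanol/glycerol non-fermentable) medium with 23 nl compound per well; growth rescue read as CellTiterGlo luminescence.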
TSG101-PTAP inh: blocks PTAP/TSG101 interaction to inhibit HIV-1 budding; Fluorescence polarization, FITC-PTAP peptide / Tsg101 binding; Q99816; 340,000 tested, under 10 active; Potency, µM (highest dose often 115 µM), inactives show top-dose activity change, negative = inhibition, usual class: inhibitors; active means well fitted inhibition curve with a large enough effect in the main read-out, with a control signal flat, not every such curve was filed as active; inconclusive means small, poorly fitted or top-dose-only effect, or effect the other way, or a change in a side signal; inactive means no such curve, though single readings can be large or run the other way; further: potency means the concentration at half of the fitted maximal effect; % of control where 0% means no effect
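Steps: Tsg101 binding domain dispensed (10 uM final), compounds pinned in DMSO, FITC-labeled PTAP-motif peptide added (50 nM final); after 20 min binding at room temperature, polarization measured.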
A-T KAP1 phos: potential ataxia-telangiectasia treatment; […] A-T fibroblasts, KAP-1 phosphorylation AlphaLISA; neocarzinostatin DNA damage 30 min before lysis; Potency, µM (series often up to 57.5 µM), for inactives: at the highest dose activation, most hits filed as activators; hit rate 0.19% among 320,000; AID 485349; further: potency means the concentration at half of the fitted maximal effect; % of control where 0% means no effect; nearly all actives have a fitted effect of over 45% in size
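ATM-like activity read as KAP-1 phosphorylation via AlphaLISA donor/acceptor antibody pairs after lysis and 6 hr at 25C. Cells were ATM-null patient fibroblasts ([…], hTERT), dosed 60 min, then exposed to the DSB inducer NCS for 30 min.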
TCR activator: T cell receptor activation. primary human leukocytes, anti-CD3, IL-2 HTRF, 48 h. Potency, µM (top dose mostly 9.22 µM), without a hit: top-dose activation of IL-2 secretion, most hits filed as activators. 330,000 tested, under 10 active. AID 504894; further: % of control where 0% means no effect
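IL-2 produced over 48 hr by a-CD3 bead-stimulated primary human leukocytes exposed to compounds was detected with a homogeneous time-resolved FRET immunoassay, 665nm acceptor signal after 320nm excitation.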
Menin-MLL TR inh: menin-MLL binding inhibition, Texas Red mutant peptide; hit rate 0.23% among 270,000; Menin + Texas Red MLL mutant peptide, fluorescence polarization; AID 1768; Potency, µM (titrated, usually from 61.6 µM), without a hit: at the top dose FP activity change, negative = inhibition, usual class: inhibitors; O00255; active means well fitted inhibition curve with a large enough effect in the polarisation, with a control signal flat, not every such curve was filed as active; inconclusive means small, poorly fitted or top-dose-only effect, or effect the other way, or a change in a side signal; inactive means no such curve, though single readings can be large or run the other way; the % refers to the polarisation; further: potency means the concentration at half of the fitted maximal effect; % of control where 0% means no effect; many of its hits are not listed in these tables
a7 integrin act: integrin-mediated muscular dystrophy alleviation activation | hit rate 0.064% among 350,000 | Potency, µM (top dose mostly 38.3 µM), for inactives: at the highest dose activation, hits mostly activators | AID 624291 | alpha7betagal myoblasts, beta-gal FDG fluorescence, 48 h;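 further: potency means the concentration at half of the fitted maximal effect; 100% = response of the positive control SU9516; nearly all actives have a fitted effect of over 60% in size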
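alpha7betagal+/- myoblasts (passage 13, 250/well) treated 48 h at 37C with compounds at 1:260 dilution of DMSO stock. Lysed, then beta-galactosidase activity read as FDG fluorescence (ex 480/em 540) after 30 min, with pre-read for autofluorescence.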
TSHR antagonist: human thyrotropin receptor antagonism | P16473 | TSHR-expressing cells, TSH-stimulated cAMP HTRF, 2 h; active compounds read low | activity change, negative = inhibition, % at 11.5 µM | hit rate 0.2% among 330,000 | AID 504810;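 active means activity change below a set negative limit, meaning inhibition stronger than a set level, cut at about -70% in these data; inconclusive means activity change between two set negative limits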; further: on the % scale 0 is the no-effect control and ±100 the full control effect
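Cell-based HTRF cAMP assay; TSHR cells + compound, TSH EC80 (4nM final), 2 h, 37 deg C. Lysis with anti-cAMP cryptate and cAMP-d2, 30 min RT, read 665/620 nm.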
MLL CXXC-DNA inh: MLL CXXC-DNA interaction inhibition; hit rate 0.037% among 290,000; Q03164; MLL-CXXC / FITC-HOXA9 DNA fluorescence polarization; Potency, µM (titrated, usually from 115 µM), inactives show top-dose activity change, negative = inhibition, hits mostly inhibitors; active means well fitted inhibition curve with a large enough effect in the polarisation, with a control signal flat, not every such curve was filed as active; inconclusive means small, poorly fitted or top-dose-only effect, or effect the other way, or a change in a side signal; inactive means no such curve, though single readings can be large or run the other way; the % refers to the polarisation; further: potency means the concentration at half of the fitted maximal effect
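Steps: dispense CXXC domain solution (7 uM) → pin compounds or unlabeled HOX-A9 DNA control → 5 min ambient → add FLSN-HOX-A9 solution (50 nM) → spin → 30 min ambient → fluorescence polarization. Tris pH 7.5/NaCl/DTT/BSA buffer.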
S-ASM inh: human S-ASM enzyme inhibition | Potency, µM (highest dose often 57.5 µM), inactives show at the top dose activity change, negative = inhibition, hits mostly inhibitors | placental ASM, HMU-PC fluorogenic substrate, 60 min | AID 504937 | hit rate 0.006% among 340,000 | P17405; further: potency means the concentration at half of the fitted maximal effect
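Fluorogenic HMU-PC substrate (9 uM final) is turned over by placental ASM in 60 min at 37 C after a 10 min compound preincubation. Reaction ended by alkaline stop (pH 10), with fluorescence read at 386/447 nm.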
The depositor's hits bear a star; u = inconclusive; x = no result given; [ ] = another dose, or the depositor's remark. Unless noted, the call rests on the fitted dose curve; in most records, active means well fitted curve in the direction sought with a large enough effect; inconclusive means small, poorly fitted or top-dose-only effect, or another doubt; inactive means no such curve, though single readings can be large; an effect the other way counts as inactive or inconclusive. This is a subset. The share of hits here may be higher or lower than overall.

SMILES | MBNL1 CUG block | Mito fusion yeast | TSG101-PTAP inh | A-T KAP1 phos | TCR activator | Menin-MLL TR inh | a7 integrin act | TSHR antagonist | MLL CXXC-DNA inh | S-ASM inh
COC(=O)c1ccc(NC(=O)CCn2c(=O)oc3ccccc32)cc1 | 5% | -1% | -4% | 1% | x | 32%[activator] | -4% | 0 | -10% | -3%
COc1ccc(C)cc1N(C(=O)c1ccccc1)c1nc2ccccc2s1 | 5% | 17% | -1% | 3% | 4%[46.1 µM] | -30% | 8% | -1 | 21% | -2%
Cc1cc(C)c(SCCc2ccncc2)c(C)c1 | 0% | -4% | -3% | -5% | x | u | -3% | -26 | 15% | 1%
CCN(C(=O)COC(=O)/C=C/c1cccc([N+](=O)[O-])c1)c1c(N)n(Cc2ccccc2)c(=O)[nH]c1=O | x | 8% | 1% | 17% | -6% | x | -17% | 36 | x | -2%
CCn1c(SCc2cccc(F)c2)nnc1-c1ccncc1 | -9% | 6% | 0% | 4.5µM* | -3% | -2% | -15% | 22 | u | 1%
O=C(COc1ccccc1)OCC(=O)N1CCCc2ccccc21 | x | 1% | -4% | -1% | -1% | x | 0% | -1 | x | x
Cc1[nH]n(C)c(=O)c1[N+](=O)[O-] | x | 2% | -7% | -2% | -3% | x | -41% | -4 | 8% | -4%
O=C(NC(c1ccccc1)c1c(O)ccc2ccccc12)c1ccccc1Cl (configuration not stated) | -11% | -2% | 0% | 1% | 2% | u | -11% | -16 | 3% | -1%
O=C(c1cc(=O)[nH]c2ccccc12)N1CCc2ccccc2C1 | -2% | 5% | 0% | 3% | -8% | -3% | -18% | 2 | 1% | 0%
COc1ccc(CN2CN(c3ccc(Cl)cc3)C(=O)N(n3cnnc3)C2)cc1 | u | -4% | -1% | 1% | -2% | 2% | -24% | 1 | -1% | 2%
COc1ccc(CCNC(=O)COC(=O)C2CC2C)cc1OC (configuration not stated) | x | -4% | -4% | 6% | -7% | x | 44% | 2 | x | 0%
CS(=O)(=O)Nc1ccc(C2=NN(C(=O)c3ccco3)C(c3ccco3)C2)cc1 (configuration not stated) | u | -1% | 1% | 7% | -2% | x | 15% | 2 | 6% | -1%
CCN(C(=O)CN1C(=O)NC2(CCc3ccccc32)C1=O)C1CCS(=O)(=O)C1 (configuration not stated) | x | -1% | -3% | 2% | x | x | -34% | 4 | x | 13%
COC(=O)C1CCN(C(=O)CC(NC(=O)C(F)(F)F)c2cccs2)CC1 (configuration not stated) | 8% | 2% | -5% | -9% | 3% | 11% | -13% | -1 | 12% | 4%
O=C(OCC(=O)N1CCCC1=O)c1cc(S(=O)(=O)N2CCOCC2)ccc1F | x | -6% | -3% | -2% | -2% | x | 0% | -10 | x | x
CSCC[C@H](NC(=O)OC(C)(C)C)c1nnc(SCc2cccc(F)c2)o1 | -19% | -12% | 2% | -3% | 1% | 6% | -2% | -33 | -5% | 3%
FC(F)(F)c1cc(Sc2ccccc2)nc(-c2ccccn2)n1 | -6% | 4% | -4% | -3% | 1% | 4% | -25% | 1 | 22% | -3%
COc1ccc(CCNC(=O)c2c(C)noc2C)cc1 | 3% | -1% | -1% | 3% | 2% | 9% | 1% | 1 | -7% | 0%
O=C(CSc1nnc(NC2CCCCC2)s1)NCc1ccco1 | -3% | 1% | 0% | -8% | -1% | -2% | -40% | -7 | 1% | 2%
CCOC(=O)C1=C(COC(=O)[C@H](C)NS(=O)(=O)c2ccc(NC(C)=O)cc2)NC(=O)NC1C (some centres not stated) | x | -1% | -3% | -3% | -6% | x | 12% | -12 | x | 2%
CCC(CC)C(=O)NCCNC(=O)C(CC)CC | -7% | 1% | -4% | 0% | -7% | 10% | -13% | -6 | 8% | 2%
COc1cccc(CNC(=O)COC(=O)CN2C(=O)NC3(CCCCC3C)C2=O)c1 (configuration not stated) | x | -3% | -8% | -1% | x | x | -2% | 9 | x | 4%
CC(C)CC(OC(=O)c1nsc(Cl)c1Cl)C(=O)NC1CCCC1 (configuration not stated) | -1% | -6% | -3% | -7% | -1% | 30% | -1% | 4 | -7% | -2%
Cc1cc(=O)oc(C)c1C(=O)OCC(=O)c1ccc(Cl)cc1 | 4% | -2% | -2% | -16% | 2% | 12% | -7% | 7 | 17% | -2%
COCCN(C(=O)c1cc(Cl)nc2ccccc12)c1c(N)n(Cc2ccccc2)c(=O)[nH]c1=O | x | 5% | 2% | 2% | -5% | x | -3% | 7 | x | 2%
Other records:
SMILES | MBNL1 CUG block | Mito fusion yeast | TSG101-PTAP inh | A-T KAP1 phos | TCR activator | Menin-MLL TR inh | a7 integrin act | TSHR antagonist | MLL CXXC-DNA inh | S-ASM inh
COc1ccc(NC(=O)CN2C(=O)C(=O)N(C3CCCC3)C2=O)c(OC)c1 | x | x | -2% | 4% | -3% | x | -5% | 6 | x | 4%
CO/C=C/C#CC1(O)CCN(C)CC1 | -10% | 1% | -3% | -2% | 0% | -9% | -3% | 7 | 3% | 5%
CCN(CC)C(=S)SCC(=O)Nc1nc(-c2ccccc2)c(-c2ccccc2)o1 | u | 10% | 4% | -4% | 13%[46.1 µM] | -4% | -34% | -1 | 3% | 1%
Cc1nc2ccc(Br)cn2c1C(=O)N/N=C\c1ccccc1[N+](=O)[O-] | u | 7% | -2% | 10% | 0% | 0% | 7% | 55 | 4% | 0%
O=C(O)c1cc(-n2nnnc2SCc2ccc([N+](=O)[O-])cc2)ccc1Cl | u | -1% | -3% | 7% | -1% | 48%[activator] | 28% | -8 | u | 5%
CCCCNC(=O)COC(=O)c1ccc(C)c(NC(=O)c2ccco2)c1 | -2% | -1% | 0% | 1% | 4% | -14% | 9% | -3 | -3% | 4%
Cc1cccc(CNC(=O)Cn2ccc3cc(S(=O)(=O)N4CCCCCC4)ccc32)c1 | 4% | -4% | -5% | 6% | -2% | x | 33% | 9 | -8% | 0%
CC(c1ccccc1C(=O)O)c1cc(F)cc2ccccc12 (configuration not stated) | x | x | -5% | x | -15% | x | u | x | x | 2%
OCCC1CN(CCCc2ccccc2)CCN1Cc1ccc(F)cc1 (configuration not stated) | -7% | -1% | 1% | -9% | -8% | -21% | -24% | 6 | 4% | 8%
CC(C)NC(=O)CSc1nc2ccccc2n1-c1ccccc1 | u | 21% | -11% | x | 1%[46.1 µM] | 2% | 23%[7.66 µM] | -5 | -4% | 3%
O=C(NC1CCCCC1)c1cccnc1Sc1ccccc1 | 1% | -4% | -7% | 8% | -6% | 0% | 12% | 8 | 20% | -3%
COc1ccc(N2CCN(C(=O)CN(C)S(=O)(=O)c3ccc4c(c3)c(=O)n(C)c(=O)n4C)CC2)cc1 | 0% | -1% | 0% | -3% | 0% | -3% | 6% | -4 | 0% | 4%
Cc1ccc(-c2csc(NC(=O)C[n+]3cc(-c4ccc(C)cc4)n4c3CCC4)n2)cc1 | -12% | -4% | -5% | 8% | 0% | x | -10% | 1 | 33%[activator] | -16%
c1ccc2c(c1)C(=NC1CCCCC1)NC2=NC1CCCCC1 | 18% | -8% | 1% | 0% | x | -24% | -37%[7.66 µM] | -1 | 11% | -2%
COc1cc2c(cc1NC(=O)c1cccc(S(=O)(=O)N(C)C)c1)oc1ccccc12 | 15% | 15% | 0% | 9% | -2%[46.1 µM] | u | -24% | -11 | 10% | -18%
CCCOc1ccc(-c2nn(-c3ccccc3)cc2/C=C2\SC(=S)N(C3CCS(=O)(=O)C3)C2=O)cc1 (configuration not stated) | 2% | -6% | -9% | 1% | 24% | 0% | -19% | -7 | u | -1%
CCOc1ccccc1N1CCN(C(=O)c2cccs2)CC1 | 0% | 1% | -2% | 13% | -11% | 8% | 24% | 0 | 10% | -1%
CNS(=O)(=O)c1cccc(C(=O)OCC(=O)NCc2ccccc2)c1 | 3% | 1% | -4% | -5% | 2% | 0% | 0% | 1 | -9% | 0%
O=C(CCNc1ccc(Cl)c(C(F)(F)F)c1)c1ccco1 | 1% | 7% | -4% | -21% | -1% | u | -44% | -30 | 45%[activator] | -3%
CCCN(CC(=O)Nc1ccccc1OC)C(=O)c1ccc(=O)[nH]c1 | -2% | -6% | -1% | -3% | 6% | 17% | -3% | -6 | 20% | -1%
